MrgX1 allo act: positive allosteric modulators of MrgX1, primary screen, HEK293 cells, Fluo-4 calcium flux. FDSS; hits give high values. B-score at 10 µM. 310,000 tested, 0.63% active. AID 588675, 2011;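 active means plate-corrected calcium response at least 3 library SD above typical, normal starting fluorescence, not activating the receptor alone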;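 further: compound read alongside a low EC10 to EC30 dose of BAM8-22 agonist; peak minus trough fluorescence over baseline measured at the second addition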
Target sequence (Q96LB2 whole entry, looked up): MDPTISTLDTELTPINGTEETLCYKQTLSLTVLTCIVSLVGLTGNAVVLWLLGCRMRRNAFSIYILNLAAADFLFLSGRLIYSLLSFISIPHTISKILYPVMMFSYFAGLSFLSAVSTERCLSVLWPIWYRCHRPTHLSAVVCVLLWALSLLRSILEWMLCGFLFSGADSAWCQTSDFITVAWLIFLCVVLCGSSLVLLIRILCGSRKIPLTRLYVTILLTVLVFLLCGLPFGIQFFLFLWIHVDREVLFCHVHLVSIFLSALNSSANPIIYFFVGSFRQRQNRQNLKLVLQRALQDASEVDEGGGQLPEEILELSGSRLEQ
ANO1 activ: TMEM16A chloride channel activators or potentiators, primary screen, cell-based, HTS. Anoctamin-1 (Mus musculus), Q8BHY3. HEK293 TMEM16A/YFP-H148Q/I152L, iodide quench fluorescence; hits give low values. B-score at 10 µM. 340,000 tested, 0.3% active. AID 623877, 2012;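 active means fluorescence-ratio B-score plate-corrected deviation score at least 3 library SD below zero, with starting fluorescence score within 5 deviations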;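 further: channel opened by trigger with iodide after compound preincubation; score built on the fluorescence ratio of max minus min over baseline; more negative score means more quench and so TMEM16A activation or potentiation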
SKKanGAS inh: S. pyogenes SKKanGAS growth inhibitors in kanamycin, primary screen, streptokinase expression inhibitor project, SKKanGAS strain, BacTiter-Glo luminescence. 6 h. inhibition, % at 7.5 µM. 300,000 tested, 1.3% active. AID 1662, 2009;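 active means mean replicate score, as percent of positive control median, at least 50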;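 further: strain carries kanamycin resistance gene driven by streptokinase promoter and grows in 40 µg/ml kanamycin; loss of luminescence reflects streptokinase promoter inhibition or plain growth inhibition; 0% = median of DMSO wells and 100% = positive control at its reference dose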
TRPC4 inh: inhibitors of mouse TRPC4 channel, primary screen, Fluo4 calcium, HEK293 TRPC4beta/mu-opioid cells | DAMGO-evoked Fluo4 calcium flux; hits give low values | AID 2247, 2010 | B-score at 10 µM | 300,000 tested, 0.39% active;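 active means B-score over 3 SD under the library average, no early fluorescence shift, positive overall ratio signal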
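Assay system: TRPC4beta/mu-opioid receptor HEK293 cell line; compound dosing: single concentration per test compound; detection: Fluo4 Ca2+ flux fluorescence; evaluation: per-well B score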
TRPC4 potent: positive allosteric modulators of TRPC4, primary screen, cell-based, mouse TRPC4beta, HEK293 mu-opioid, Fluo-4 calcium. Short transient receptor potential channel 4 (Mus musculus), Q9QUQ5. 310,000 tested, 0.42% active. DAMGO EC20, Fluo-4 Ca2+ flux; hits give high values. AID 2227, 2009. B-score at 10 µM;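 active means B-score of calcium response area above 5 SD of library B-scores, with initial fluorescence ratio within 5 SD of library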;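 further: B-score of integrated fluorescence ratio over time as area under calcium response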
TRPC6 inhibitor: mouse TRPC6 channel inhibitors, primary screen, cell-based, HEK293, membrane potential dye. Short transient receptor potential channel 6 (Mus musculus), Q61143. ACh-evoked depolarization; hits give low values. B-score at 10 µM. 310,000 tested, 1.1% active. AID 2553, 2010;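 active means B-score under library mean minus 3 SD, initial fluorescence not abnormally high, positive integrated signal ratio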;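 further: B-score derived from integrated fluorescence ratio over the kinetic read; more negative B-score means stronger inhibition of depolarization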
TMEM16A inh: TMEM16A chloride channel inhibitors, primary screen, cell-based, HTS. HEK293 TMEM16A/YFP iodide influx fluorescence, ionomycin. 310,000 tested, 1.2% active. normalized B-score (activity score, 25-100; higher = stronger inhibition) at 10 µM. Anoctamin-1 (Mus musculus), Q8BHY3;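 active means ratio plate-corrected score three or more library SD toward inhibition, starting fluorescence score within five deviations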;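 further: score derived from kinetic fluorescence span divided by baseline fluorescence per well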
MrgX1 agonist: agonists of human MrgX1 receptor, primary screen, HEK293 cells, Fluo-4 calcium flux; 310,000 tested, 0.44% active; Mas-related G-protein coupled receptor member X1 (Homo sapiens), Q96LB2; B-score at 10 µM; AID 588627, 2011; Fluo-4 calcium fluorescence, agonist mode; hits give high values;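 active means calcium response B-score plate-corrected fluorescence ratio at least 3 library SD, with starting fluorescence B-score inside 5 SD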
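Assay system: stable human MrgX1 HEK293 cell line. Quantity: 15,000 cells per well. Schedule: cells plated overnight, dye loaded 0.5 h 37 °C, 0.5 h room temperature. Detection: Fluo-4 NW calcium-flux fluorescence, kinetic read. Read-out basis: peak-minus-minimum fluorescence over baseline, converted to B scores. Control set: positive and negative control wells on each plate.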
TRPC6 activator: mouse TRPC6 channel activators, primary screen, cell-based, HEK293, membrane potential dye | 310,000 tested, 0.13% active | HEK293-TRPC6 membrane potential dye fluorescence; hits give high values | B-score at 10 µM | Short transient receptor potential channel 6 (Mus musculus), Q61143;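 active means B-score of the integrated fluorescence ratio above library mean plus 3 SD, and starting fluorescence ratio within library mean plus 5 SD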;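 further: higher score means more depolarization so channel activation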
TRPC4 agonist: activators of mouse TRPC4 channel, primary screen, Fluo4 calcium, HEK293 TRPC4beta/mu-opioid cells. B-score at 10 µM. 310,000 tested, 0.49% active. Short transient receptor potential channel 4 (Mus musculus), Q9QUQ5. Fluo4 calcium fluorescence; hits give high values. AID 2237, 2010;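 active means B-score above 5 SD of library B-scores, and initial fluorescence ratio not above library mean plus 5 SD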;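 further: positive B-score marks a calcium rise read as TRPC4 activation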
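Technique: kinetic Fluo4 calcium fluorescence; Test system: TRPC4beta and mu-opioid receptor HEK293 stable cells; Measure: B-scored integrated calcium fluorescence ratio; Benchmarks: low control buffer alone, high control maximal DAMGO; Schedule: 45 min room-temperature Fluo4 loading, 110 s read.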
MrgX1 antag: antagonists of human MrgX1 receptor, primary screen, HEK293 cells, Fluo-4 calcium flux. BAM8-22 antagonism; hits give low values. B-score at 10 µM. 310,000 tested, 1.3% active;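 active means calcium-response B-score plate-corrected more than 3 library SD below zero, starting fluorescence within 5 deviations, no agonist response on first addition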;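 further: peak minus trough fluorescence over baseline after final BAM8-22 challenge near maximal dose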
Numbers without * were called inactive; i = inactive; . = not tested or not shown.

compound	MrgX1 agonist	TRPC6 inhibitor	TRPC6 activator	TRPC4 agonist	MrgX1 antag	ANO1 activ	MrgX1 allo act	SKKanGAS inh	TRPC4 potent	TRPC4 inh	TMEM16A inh
CCOc1ccc(S(=O)(=O)Nc2cccc(C(=O)NCC(c3ccccc3)N(C)C)c2)cc1 (centres undefined)	i	i	i	198*	i	i	i	10	i	i	i
COc1cccc2cc(C(=O)Nc3ccccc3C)/c(=N/O)oc12	i	i	i	i	i	i	i	-5	i	i	i
CNC(=O)CN(c1cccc2ccccc12)S(C)(=O)=O	i	i	i	i	i	i	i	7	i	i	i
CC(C)Oc1ccc(C2C(C#N)=C(N)Oc3c2oc(CO)cc3=O)cc1 (centres undefined)	i	i	i	i	i	i	i	2	i	i	i
Cc1ccc(S(=O)(=O)N2CCN(C(=O)CSc3nnnn3C)C2)cc1	i	i	i	i	i	i	i	-7	i	i	i
COC(=O)C1=NN(c2ccccc2)C2(S1)SC(C(C)=O)=C(C)N2c1ccccc1 (centres undefined)	i	i	i	i	i	i	i	-3	i	i	i
COc1cc(-c2nc3ccccn3c2NCC2CCCO2)ccc1O (centres undefined)	i	i	i	i	i	i	i	2	i	i	i
O=C1NC(=O)C2(COC(c3ccccc3Cl)OC2)S1 (centres undefined)	i	i	i	i	i	i	i	0	i	i	i
CCc1ccc(-c2cc(C)no2)cc1S(=O)(=O)NCc1ccc(OC)c(OC)c1	i	i	i	i	i	i	i	-11	i	i	i
CC(NC(=O)Cn1ccsc1=N)C12CC3CC(CC(C3)C1)C2 (centres undefined)	i	.	.	.	i	i	i	.	.	.	i
COc1cccc(C(NC(C)=O)c2ccc3cccnc3c2O)c1 (centres undefined)	i	i	i	i	i	i	i	30	i	i	i
CC(=O)Nc1ccc2c(c1)c1ccccc1n2C(C)=O	i	i	i	i	i	i	i	-23	i	i	i
CCCCCSc1nncc(=O)[nH]1	i	i	i	i	i	i	i	-6	i	i	i
C/C(=N\Nc1ccccn1)c1ccc(C#N)cc1	i	i	i	i	i	i	i	-2	i	i	i
Cc1cc(NC(=O)c2cccnc2)ccc1NC(=O)c1cc2ccccc2o1	i	i	i	i	i	i	i	3	i	i	i
Cc1ccc(C(C(=O)NC(C)(C)C)N(CC2CCCO2)C(=O)CCC(=O)Nc2ccccn2)cc1 (centres undefined)	i	i	i	i	i	i	i	-1	i	i	i
CCNC(=S)NC1CC2CCCC(C1)N2Cc1ccco1 (centres undefined)	i	i	i	i	i	i	i	-1	i	i	i
CCOC(=O)[C@H]1[C@H]2COc3ccc(Cl)cc3[C@@H]2N2C(=O)c3cc(F)ccc3NC(=O)[C@@]12C	i	.	.	.	i	i	i	.	.	.	i
CC(=O)c1cccc(NS(=O)(=O)c2cc3c(cc2C)N(C(C)=O)CCO3)c1	i	i	i	i	i	i	i	3	i	i	i
Cn1nc(C(F)(F)F)c(/C=N/OC(=O)c2ccccc2Cl)c1SCc1ccc(Cl)cc1	i	i	i	i	i	i	i	12	i	i	i
CCCCSc1nc(C)c(C(C)=O)cc1C#N	i	i	i	i	i	i	i	-5	i	i	i
CCOc1ccccc1NC(=O)C(NC(=O)C1CCC(C)CC1)C(C)C (centres undefined)	i	i	i	i	i	i	i	8	i	i	i
O=C(CCc1nc(-c2ccccc2)no1)NCC1CCCO1 (centres undefined)	i	i	i	i	i	i	i	5	i	i	i
COc1ccc(NC(=S)Nc2ccc3snnc3c2)cc1	i	i	i	i	i	i	i	3	i	i	i
COCCCNC(=S)N1CCC(NC(=O)Nc2ccc(C)cc2)CC1	i	i	i	i	i	i	i	4	i	i	i
CC(C)CCNC(=O)COc1ccc2c(c1)C(=O)CC(C)(C)O2	i	i	i	i	i	i	i	0	i	i	i
COC(=O)c1c(NC(=O)/C=C/C(=O)O)sc(Cc2ccccc2)c1C	i	i	i	i	i	i	i	12	i	i	i
NS(=O)(=O)c1ccc(CNC(=O)c2cc(-c3cccnc3)nc3ccccc23)cc1	i	i	i	i	i	i	i	5	i	i	i
O=C1CC2(CCN(C(=O)c3cccc(Br)c3)CC2)Oc2ccccc21	i	i	i	i	i	i	i	-5	i	i	i
C=CCn1c(N)c(C(=O)NCc2cccnc2)sc1=S	i	i	i	i	i	i	i	-4	i	i	i
CCOc1ccc(CCNC(=O)C2=C(C)C(=O)OC23CCC(C)CC3)cc1 (centres undefined)	i	i	i	i	i	i	i	4	i	i	i
O=C(Nc1cccnc1Cl)c1cc(-c2ccccc2O)on1	i	i	i	i	i	i	i	2	i	i	i
COc1ccc(-c2nc(C)ncc2-c2csc(C)n2)c(O)c1	i	i	i	i	i	i	i	-8	i	i	i
Cc1ccc(COC(=O)CCN=C2NS(=O)(=O)c3ccccc32)cc1	i	i	i	i	i	i	i	-28	i	i	i
COc1cc(/C=N/NC(=O)COc2c(C)cc([N+](=O)[O-])cc2C)ccc1OC(=O)c1ccccc1Br	i	i	i	i	i	i	i	21	i	i	i
COc1ccc(/C=N/NC(=O)c2ccoc2C)cc1OC	i	i	i	i	i	i	i	8	i	i	i
CS(=O)(=O)N(CC(=O)N1CCN(c2ccccc2)CC1)C1CCCCC1	i	i	i	i	i	i	i	3	i	i	i
CCCOc1cc(C)c(S(=O)(=O)n2ccc(C)n2)cc1C	i	i	i	i	i	i	i	-5	13*	i	i
COc1cc(/C=C2\SC(=S)N(N3CCOCC3)C2=O)cc(OC)c1OC	i	i	i	i	i	i	i	-8	i	i	i
CC(=O)c1cccc(NC(=O)c2cc(-c3ccc(F)cc3)on2)c1	i	i	i	i	i	i	i	-4	i	i	i
COc1cc(CN2CCN(Cc3ccc(C(F)(F)F)cc3)CC2)cc(OC)c1OC	i	i	i	i	i	i	i	-3	i	i	i
O=S(=O)(Oc1ccccc1/C=N/n1cnnc1)c1ccccc1	i	i	i	i	i	i	i	3	i	i	i
NC(=O)C1CCN(C(=O)Cc2ccc([N+](=O)[O-])cc2)CC1	i	i	i	i	i	i	i	4	i	i	i
COC(=O)c1c(NC(=O)C(=O)N2CCCCC2)sc2c1CC(C)(C)OC2	i	i	i	i	i	i	i	5	i	i	i
Cc1cc(O)c(-c2cc(C(=O)Nc3cccnc3)[nH]n2)cc1C	i	i	i	i	i	i	i	-6	i	i	i
Cc1ccc(NC2=NC(c3ccc(O)cc3)n3c(nc(C)cc3=O)N2)cc1 (centres undefined)	i	i	i	i	i	i	i	0	i	i	i
CCN(CC)S(=O)(=O)c1cccc(C(=O)Nc2ccccc2C(=O)N2CCOCC2)c1	i	i	i	i	i	i	i	-10	i	i	i
COc1ccccc1-c1nnc(NC(=O)c2ccc(S(=O)(=O)N(C)CC3CCCO3)cc2)o1 (centres undefined)	i	i	i	i	i	i	i	54*	i	i	i
COc1ccc(CNC(=O)C(=O)NCC(c2ccco2)N2CCOCC2)cc1 (centres undefined)	i	i	i	i	i	i	i	-5	i	i	i
Cc1ccc(NC(=O)c2ccco2)c(NC(=O)c2cccs2)c1	i	i	i	i	i	i	i	-7	i	i	i
COc1cccc(-n2c(N)cc(=O)nc2SCC(=O)N2CCN(c3ccccc3)CC2)c1	i	i	i	i	i	i	i	-5	i	i	i
COc1ccc(C(=O)N2CCN(c3ccc(NC(=O)c4cccs4)cc3)CC2)cc1	i	i	i	i	i	i	i	25	i	i	i
CC(C)NC(=O)CSc1ncccc1-c1nc2ccccc2[nH]1	i	i	i	i	i	i	i	-3	i	i	i
COc1cc(OC)c(NC(=O)c2ccc(Br)o2)cc1Cl	i	i	i	i	i	i	i	10	i	i	i
Cc1ccc(C)c(NC(=O)NNC(=O)c2ccc3ccccc3c2O)c1	i	i	i	i	i	i	i	4	i	i	i
Cc1cc(C(=O)COc2cccnc2[N+](=O)[O-])c(C)n1Cc1cccs1	i	i	i	i	i	i	i	-4	i	i	i
COc1cccc(N2CCN(S(=O)(=O)c3ccc4c(c3)NC(=O)CS4)CC2)c1	i	i	i	i	i	i	i	9	i	i	i
Cc1cc(C2=NNC(=NC3CCCCC3)SC2)c(C)n1-c1c(C)n(C)n(-c2ccccc2)c1=O	i	i	i	i	i	i	i	9	i	i	i
CCC(C)Sc1nnc(CNS(=O)(=O)c2ccc(F)cc2)n1C (centres undefined)	i	i	i	i	i	i	i	-3	i	i	i
COc1cccc(CSc2nccn2C)c1	i	i	i	i	i	i	i	3	i	i	i

Other records:
compound	MrgX1 agonist	TRPC6 inhibitor	TRPC6 activator	TRPC4 agonist	MrgX1 antag	ANO1 activ	MrgX1 allo act	SKKanGAS inh	TRPC4 potent	TRPC4 inh	TMEM16A inh
Cc1ccc(NC(NC(=O)c2cccs2)C(Cl)(Cl)Cl)cc1 (centres undefined)	i	i	i	i	i	i	i	14	i	i	i
S=c1sc(SCCOc2ccccc2)nn1-c1ccccc1	i	i	i	i	i	i	i	1	i	i	i
COC(=O)Cn1c(O)c(N=NC(=O)c2ccc3c(c2)OCO3)c2ccccc21	i	i	i	i	i	i	i	-3	i	i	i
CN(c1ccc(C(=O)NC2CCCC2)cc1)S(=O)(=O)c1ccccc1	i	i	i	i	i	i	i	4	i	i	i

Bioassay records: PubChem, several laboratories
